PERK inh – blocks human PERK kinase | 220,000 compounds, 0.17% hits | Q9NZJ5 | inhibition, % at 5.6 µM | CHO PERK-DD fusion, SEAP luminescence translation reporter;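 active = inhibition above the mean inhibition of all tested compounds plus 3 SD, set separately per screening campaign, cut at about 2.9% in these data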;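 note: PERK kinase domain activated by AP20187 dimerizer at 100 nM; 0% = DMSO with dimerizer and 100% = rapamycin at 8.4 µM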
Target sequence (Q9NZJ5 whole entry, looked up, the tested form may be a part): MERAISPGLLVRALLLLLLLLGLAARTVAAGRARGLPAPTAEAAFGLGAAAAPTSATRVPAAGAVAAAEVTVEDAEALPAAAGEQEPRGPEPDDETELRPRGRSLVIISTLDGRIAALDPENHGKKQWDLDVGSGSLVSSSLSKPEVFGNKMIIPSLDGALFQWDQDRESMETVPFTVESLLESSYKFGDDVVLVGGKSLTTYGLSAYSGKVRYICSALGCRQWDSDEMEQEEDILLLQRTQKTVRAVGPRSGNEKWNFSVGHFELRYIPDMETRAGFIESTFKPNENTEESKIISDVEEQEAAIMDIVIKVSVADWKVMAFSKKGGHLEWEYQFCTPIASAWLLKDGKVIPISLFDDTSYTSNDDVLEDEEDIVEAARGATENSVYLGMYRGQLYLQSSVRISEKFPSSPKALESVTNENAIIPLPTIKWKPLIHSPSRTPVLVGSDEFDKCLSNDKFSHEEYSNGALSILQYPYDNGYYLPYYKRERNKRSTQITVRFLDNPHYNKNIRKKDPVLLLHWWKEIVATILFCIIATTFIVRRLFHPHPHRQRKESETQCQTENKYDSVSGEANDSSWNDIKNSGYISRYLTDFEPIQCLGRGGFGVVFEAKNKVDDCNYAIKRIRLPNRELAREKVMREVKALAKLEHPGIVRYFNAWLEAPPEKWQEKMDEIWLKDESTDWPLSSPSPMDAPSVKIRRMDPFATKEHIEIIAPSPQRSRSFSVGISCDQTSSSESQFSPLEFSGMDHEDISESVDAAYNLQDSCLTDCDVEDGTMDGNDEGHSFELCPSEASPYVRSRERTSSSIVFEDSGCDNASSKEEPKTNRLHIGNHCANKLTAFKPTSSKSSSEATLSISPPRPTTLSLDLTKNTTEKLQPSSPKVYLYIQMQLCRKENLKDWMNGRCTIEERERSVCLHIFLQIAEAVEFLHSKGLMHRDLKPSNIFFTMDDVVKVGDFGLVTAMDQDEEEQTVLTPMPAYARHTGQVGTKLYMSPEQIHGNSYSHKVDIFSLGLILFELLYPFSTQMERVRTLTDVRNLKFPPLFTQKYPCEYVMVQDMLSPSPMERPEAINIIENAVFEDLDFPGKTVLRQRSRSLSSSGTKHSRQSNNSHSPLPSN
TRPML3 agonist – human mucolipin-3 channel agonism; Q8TDD5; HEK293 TRPML3-YFP, Fluo-8 calcium fluorescence; 100% = the carbachol control signal; activation, % at 3 µM; 220,000 compounds, 0.29% hits;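 active = activation above its plate's cutoff, the mean activation of the plate's test wells plus 3 SD, cut at about 12% in these data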;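 note: 0% = DMSO only wells and 100% = carbachol wells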
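Test system: TRPML3-YFP stable HEK293 cells. Doses: single point at 3 µM. Incubation: dye loading 1 h 37 °C then 30 min ambient, 125 s read. Signal: Fluo-8 calcium dye fluorescence, ex 470-495, em 515-575 nm. Measure: percent activation from peak-to-basal fluorescence ratio, scaled between DMSO and carbachol.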
S1P4 agonist – activates the human S1P4 receptor; 220,000 compounds, 0.35% hits; activation, % at 4.98 µM; S1P4-expressing cell line, agonist reporter assay; O95977; in the data active = activation above about 11%;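 note: 0% = DMSO vehicle and 100% = reference agonist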
TRPN1 ag – zebrafish TRPN1 (NompC) channel agonism | HEK293 zebrafish TRPN1-YFP, Fluo-8 calcium fluorescence; 100% = response to 87 µM carbachol | activation, % at 3 µM | 220,000 compounds, 0.18% hits;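 active = activation above its plate's cutoff, the mean activation of test wells on that plate plus 3 SD, cut at about 19% in these data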;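 note: 0% = DMSO alone and 100% = 87 µM carbachol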
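Assay system: Zebrafish TRPN1-YFP in HEK293 cells | Incubation: Dye loading 1 h at 37 °C, then 30 min room temperature | Measured by: Kinetic Fluo-8 fluorescence, ex 470-495, em 515-575 nm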
Ba/F3 V617F tox – loss of viability in JAK2V617F-driven Ba/F3 cells; Ba/F3 EpoR-JAK2V617F viability, ATP luminescence; inhibition, % at 5.6 µM; 220,000 compounds, 1.1% hits; AID 1446;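 active = inhibition above the campaign mean plus 3 SD over all tested compounds, cut at about 24% in these data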;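 note: cytokine-independent growth of Ba/F3 cells driven by EpoR plus mutant JAK2; 0% = DMSO-treated cells and 100% = JAK inhibitor I control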
S1P4 antagonist – human S1P4 receptor antagonism | O95977 | S1P4-expressing cells, antagonist mode, reporter read-out | inhibition, % at 4.98 µM | 220,000 compounds, 0.26% hits | AID 1510; in the data active = inhibition above about 29%;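 note: 0% = wells stimulated with agonist and 100% = vehicle wells without agonist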
m-calpain inh – calpain II (pig) inhibition | AID 1236 | 220,000 compounds, 0.37% hits | purified calpain II, fluorogenic peptide substrate, 30 min | inhibition, % at 16 µM;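 active = inhibition above about 50%, limit read from the data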
BaF3 parental – parental Ba/F3 viability inhibition as JAK2V617F counter-screen. 220,000 compounds, 1.1% hits. CellTiter-Glo ATP luminescence. inhibition, % at 5.6 µM;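 active = inhibition above a per-campaign cutoff, the mean inhibition of all tested compounds plus 3 SD, cut at about 27% in these data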;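 note: 0% = DMSO wells and 100% = JAK Inhibitor I control wells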
EP2 mod – EP2 receptor (human) modulation; P43116; EP2-expressing cells, cAMP HTRF FRET, PGE2 co-stimulation; induction, % at 25 µM; 260,000 compounds, 0.83% hits; AID 940;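 active = compounds whose cAMP rise, as percent of the full-agonist control response, exceeds 60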;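 note: rat C6 glioma line stably carrying human EP2 under a CMV promoter; the protocol text gives 20 µM as final concentration; 100% = response of wells given 1 µM PGE2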
* hit, by the source's call; & = joins results of further samples. Outcome played no part in choosing rows; 3.6% or so of the library scored in one or more.

SMILES	PERK inh	TRPML3 agonist	S1P4 agonist	TRPN1 ag	Ba/F3 V617F tox	S1P4 antagonist	m-calpain inh	BaF3 parental	EP2 mod
O=C(CCC1CCCN(C(=O)C2CCCC2)C1)NCc1ccc(F)c(F)c1 (stereo not given)	0.0	-1.2	1.2	-1.9	3	-12	24	2	12
O=C(Nc1nnc(-c2cccs2)o1)c1ccc(S(=O)(=O)N2CCOCC2)cc1	1.1	0.1	-1.0	-1.6	-1	-2	27	1	-3
Cc1ccc(C(=O)CSc2ccc(-c3ccncc3)nn2)cc1	1.5	3.2	1.6	3.1	-1	-5	14	5	-61
COc1ccc(Cc2nnc(Nc3ccc(C)cc3)o2)cc1OC	-0.9	0.0	0.9	-0.5	13	-4	6	-3	-32
Cc1ccc(OCC(=O)N2c3ccccc3CC2C)c([N+](=O)[O-])n1 (stereo not given)	0.3	-0.3	1.1	0.9	-1	-2	-26	8	0
Cc1ccc(-c2c(C)sc3ncn(CC(=O)N4CCOCC4)c(=O)c23)cc1C	1.6	0.0	0.1	-0.4	0	-19	-23	-2	8
S=C(Nc1ccccc1)N1CCCN1c1ccccc1	0.8	0.8	-0.2	-0.1	24*	1	-4	30*	15
COCCCNC(=S)NNC(=O)c1cccnc1	1.1	0.1	-0.1	0.0	-4	-4	-7	1	2
CCn1c(SCC(=O)Nc2ccc(S(=O)(=O)Nc3onc(C)c3C)cc2)nnc1-c1ccccc1	1.2	0.6	-1.2	-0.2	-1	-8	-78	3	-15
CCc1ccc(CC2(O)CC(C)N(C)CC2C)cc1 (stereo not given)	0.3	0.1	0.0	0.2	-2	10	-11	-1	26
O=C(NCc1ccco1)C1CCCN1C(=O)NCc1ccccc1 (stereo not given)	1.9	-0.4	2.4	0.8	2	3	28	4	-6
Cn1cc(Cl)c(C(=O)OCC(=O)Nc2nc(-c3ccc(Br)cc3)cs2)n1	1.2	0.5	-0.7	-1.4	3	-2	18	7	-55
CC(NC(=O)Cc1c(F)cccc1Cl)C1CCCO1 (stereo not given)	-0.1	0.3	-3.2	-1.1	-2	-31	-30	6	10
O=C(CSc1nnc(-c2ccc(S(=O)(=O)N3CCCC3)cc2)o1)NCc1ccccc1	-1.5	1.2	0.4	0.9	4	10	-12	5	25
Cc1ccc(S(=O)(=O)NNC2=NCCCCC2)cc1	0.5	1.0	0.4	0.9	1	6	2	4	14
NC(=O)c1cc(Br)cc2c3c([nH]c12)CCCC3	-1.5	1.4	-1.6	2.3	3	-24	8	4	-6
CCOc1cc2c3c(c1)C1(Nc4ccccc4S1)C(=O)N3C(C)(C)CC2C (stereo not given)	-0.8	0.4	1.0	-1.0	1	12	-48	3	19
O=C(Cc1ccc2c(c1)CCCC2)Nc1ccccc1Cl	-0.1	-0.7	-0.2	-0.1	4	-24	-27	6	-29
Fc1cccc2ncnc(OCc3ccccc3)c12	1.1	0.5	1.4	0.1	0	-11	-16	3	17
Cn1ncc(Cl)c1C(=O)Nc1cccnc1	0.5	1.1	0.0	-0.1	0	-14	-7	0	10
Cc1nnc(NC(=O)CSc2nnc(CNC(=O)c3ccccc3)n2-c2ccccc2)s1	-0.5	0.4	-2.3	0.2	-2	-11	22	4	15
COCCCNC(=S)NNC(=O)c1ccc(S(=O)(=O)N2CCC(C)CC2)cc1	0.0	0.7	1.1	4.0	-2	7	-11	8	-16&9
O=C(CSc1nnc(-c2ccccc2Cl)o1)Nc1ccc2c(c1)OCCO2	-0.2	0.4	0.2	0.5	0	-17	-7	1	-22
COC(=O)c1sccc1NC(=O)CSc1nnnn1-c1ccccc1F	-0.6	-0.2	-4.9	-0.6	0	-10	-36	2	13
Cc1nc(NCCO)c2nnn(Cc3ccccc3F)c2n1	0.0	0.8	-2.6	1.2	-3	-15	0	1	-21&7
Cc1cc(C)cc(NC(=O)COC(=O)[C@@H](NC(=O)c2ccco2)C(C)C)c1	0.2	0.0	2.5	-0.7	1	-7	21	7	4
CCOc1ccc(C2NC(=O)C(C#N)=C(S)N2c2ccc(C)cc2)cc1OC (stereo not given)	1.1	1.2	1.4	0.8	1	-14	-16	5	-27&19
CCc1ccc(Nc2oc(C)cc(=O)c2C(C)=O)cc1	-0.9	-0.2	-2.7	1.2	4	-4	9	4	68*
CCOC(=O)N1CCN(C(=O)C2CCCCC2)CC1	0.3	1.2	-2.7	-0.5	-4	5	-26	0	4
[O-]/C(=C(\C(=S)Nc1cccc2ccccc12)[n+]1cccc(CO)c1)c1ccc(Cl)s1	0.6	0.0	-0.8	0.4	-3	20	-91	5	-85

Already shown: an excerpt of the list.
SMILES	PERK inh	TRPML3 agonist	S1P4 agonist	TRPN1 ag	Ba/F3 V617F tox	S1P4 antagonist	m-calpain inh	BaF3 parental	EP2 mod
CCOC(=O)N1CCN(C(=O)C2CCCCC2)CC1	0.3	1.2	-2.7	-0.5	-4	5	-26	0	4
[O-]/C(=C(\C(=S)Nc1cccc2ccccc12)[n+]1cccc(CO)c1)c1ccc(Cl)s1	0.6	0.0	-0.8	0.4	-3	20	-91	5	-85

Quoted at random: 7 entries already listed, in no set order.
SMILES	PERK inh	TRPML3 agonist	S1P4 agonist	TRPN1 ag	Ba/F3 V617F tox	S1P4 antagonist	m-calpain inh	BaF3 parental	EP2 mod
CCOc1ccc(C2NC(=O)C(C#N)=C(S)N2c2ccc(C)cc2)cc1OC (stereo not given)	1.1	1.2	1.4	0.8	1	-14	-16	5	-27&19
Cc1cc(C)cc(NC(=O)COC(=O)[C@@H](NC(=O)c2ccco2)C(C)C)c1	0.2	0.0	2.5	-0.7	1	-7	21	7	4
CCOC(=O)N1CCN(C(=O)C2CCCCC2)CC1	0.3	1.2	-2.7	-0.5	-4	5	-26	0	4
Cn1ncc(Cl)c1C(=O)Nc1cccnc1	0.5	1.1	0.0	-0.1	0	-14	-7	0	10
Cc1nnc(NC(=O)CSc2nnc(CNC(=O)c3ccccc3)n2-c2ccccc2)s1	-0.5	0.4	-2.3	0.2	-2	-11	22	4	15
O=C(Cc1ccc2c(c1)CCCC2)Nc1ccccc1Cl	-0.1	-0.7	-0.2	-0.1	4	-24	-27	6	-29
[O-]/C(=C(\C(=S)Nc1cccc2ccccc12)[n+]1cccc(CO)c1)c1ccc(Cl)s1	0.6	0.0	-0.8	0.4	-3	20	-91	5	-85

Continued.
SMILES	PERK inh	TRPML3 agonist	S1P4 agonist	TRPN1 ag	Ba/F3 V617F tox	S1P4 antagonist	m-calpain inh	BaF3 parental	EP2 mod
O=C(COC(=O)CCSc1ccccc1Cl)NCc1ccco1	0.2	-0.6	-0.9	-2.4	-1	7	-28	1	14
CN(C)CCCNC(=O)C1CCNCC1	0.3	1.1	0.1	-0.5	-4	-14	-9	8	12
CSC1=NSC2=NC(=O)/C(=C\c3cccs3)C(=N)N12	2.0	0.5	0.0	1.9	6	-5	29	10	-11
Cc1ccc(C(=O)c2cnc3cc4c(cc3c2S(=O)(=O)c2ccccc2)OCCO4)cc1	-0.3	1.3	2.2	0.9	-1	-3	-85	4	0
COc1ccc(N2CCN(C(=O)c3ccc(NS(=O)(=O)c4ccccc4)cc3)CC2)cc1	0.5	0.4	-1.4	0.4	-3	5	-13	6	0
CS(=O)(=O)N1CCN(C(=O)c2cccnc2)CC1	1.1	1.1	4.0	1.0	-4	3	-4	0	3
O=C(NCC1COc2ccccc2O1)C1C2C=CC3(CN(Cc4cccs4)C(=O)C13)O2 (stereo not given)	-0.7	0.1	-0.2	-0.7	-5	0	11	-1	8
CCOC(=O)c1nn(-c2ccccc2C)c2nc(-c3ccc(Cl)cc3)c(C#N)c(=O)n12	0.0	-0.5	-0.9	-1.7	0	5	-176	4	33
Cc1ccc(NC(=O)N(CCC#N)Cc2ccccc2)cc1	0.9	-0.5	0.4	-0.9	-5	9	-6	2	19
CCN(CC)P(=O)(Nc1ccc(SC(F)F)cc1)c1ccc(N(C)C)cc1NC(=O)c1ccco1 (stereo not given)	0.7	0.1	0.5	-2.5	-4	-6	-82	2	23
CCOC(=O)/C(C#N)=C\c1ccc(O)c(OC)c1	-0.5	1.2	-0.3	0.8	7	3	-1	12	0
CCOc1ccc(NC(=O)CN(c2ccc(OCC)cc2)S(=O)(=O)c2c(C)[nH]c(=O)[nH]c2=O)cc1	0.7	-0.8	1.0	-2.2	-4	-9	-26	0	4
CC(=O)c1cccc(CN2CCN(C(C)C)C(CCO)C2)c1 (stereo not given)	-1.1	0.9	-3.2	0.8	5	-9	27	1	15
O=C(Nc1cc(S(=O)(=O)N2CCOCC2)ccc1N1CCCC1)c1cc(=O)[nH]c2ccccc12	0.3	0.8	-0.6	0.7	-4	-14	12	-6	7
O=C(CSc1nnc2ccccn12)N1CCc2ccccc2C1	0.7	1.1	1.0	2.1	-4	-22	-1	4	14
CCCOC(=O)C1[C@H]2C(=O)N(C(C)c3ccc(OC)cc3)C[C@]23C=C[C@H]1O3 (stereo not given in full)	-0.5	-0.2	0.0	-0.2	8	-17	4	7	11
O=c1cc(CN2CCN(CCO)CC2)c2cc3c(cc2o1)CCC3	-0.8	0.7	1.7	-0.1	0	-14	0	0	-10

Reformatted with values under each structure: entries from further up.
The line under a structure holds: PERK inh	TRPML3 agonist	S1P4 agonist	TRPN1 ag	Ba/F3 V617F tox	S1P4 antagonist	m-calpain inh	BaF3 parental	EP2 mod
> Cc1ccc(C(=O)c2cnc3cc4c(cc3c2S(=O)(=O)c2ccccc2)OCCO4)cc1
    -0.3	1.3	2.2	0.9	-1	-3	-85	4	0
> COc1ccc(N2CCN(C(=O)c3ccc(NS(=O)(=O)c4ccccc4)cc3)CC2)cc1
    0.5	0.4	-1.4	0.4	-3	5	-13	6	0
> CS(=O)(=O)N1CCN(C(=O)c2cccnc2)CC1
    1.1	1.1	4.0	1.0	-4	3	-4	0	3

Screening results from PubChem.
